# High-throughput results as filed in PubChem.
# KCNH2 3.1 inh = blocks the human KCNH2 3.1 channel isoform; AID 720553; 340,000 compounds, 0.95% hits; activity change, % (tested at about 1.8 µM); U2OS KCNH2 3.1, thallium flux FluxOr; hits give low values;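 active = maximum activity change below -70%; inconclusive = maximum activity change from -70% to -50%; inactive = maximum activity change above -50%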;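 also: thallium influx rate constant from kinetic fluorescence after stimulation buffer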
#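 Kinetic fluorescence (2 min after stimulation buffer) measures Tl+ influx through KCNH2 3.1 expressed by viral transduction in U2OS cells; the rate constant is normalized against DMSO controls serving as positive and negative references.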
# PKM2 activator = increases activity of human pyruvate kinase M2; purified PKM2, Kinase-Glo ATP luminescence, activation; response scale: 0% is enzyme alone, no compound; Potency, µM (doses to about 57.5 µM), without a hit: at the top dose activation, usual class: activators; 260,000 compounds, 0.34% hits; also: potency is read from the fitted curve at half-maximal effect; nearly all actives have a fitted effect of over 55% in size
# Target sequence (P14618 whole entry, looked up): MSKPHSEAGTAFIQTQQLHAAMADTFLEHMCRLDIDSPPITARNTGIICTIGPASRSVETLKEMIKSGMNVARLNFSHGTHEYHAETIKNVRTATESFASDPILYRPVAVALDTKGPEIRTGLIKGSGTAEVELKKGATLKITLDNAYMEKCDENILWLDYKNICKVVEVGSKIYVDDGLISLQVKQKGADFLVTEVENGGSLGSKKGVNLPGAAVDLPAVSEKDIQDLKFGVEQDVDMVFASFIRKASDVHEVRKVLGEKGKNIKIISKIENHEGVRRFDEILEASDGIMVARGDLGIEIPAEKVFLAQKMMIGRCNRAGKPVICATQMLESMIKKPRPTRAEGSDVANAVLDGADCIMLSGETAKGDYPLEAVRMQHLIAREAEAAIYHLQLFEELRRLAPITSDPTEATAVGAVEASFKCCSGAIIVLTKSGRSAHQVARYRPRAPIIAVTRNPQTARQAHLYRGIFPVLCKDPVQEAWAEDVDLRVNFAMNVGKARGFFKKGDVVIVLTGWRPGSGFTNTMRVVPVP
#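 Purified hPK-M2 (>95%) run at intermediate activity with 0.1 mM ADP and 0.5 mM PEP in 50 mM imidazole pH 7.2, KCl, MgCl2; 1 h room temperature. ATP formed read by Kinase-Glo luminescence; normalized to uninhibited and no-enzyme controls.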
# Eya2 inh = inhibitors of human Eya2 phosphatase activity; O00167; recombinant Eya2, OMFP fluorescence dephosphorylation (OMFP is methylfluorescein phosphate); Potency, µM (titrated, usually from 76.9 µM), for the others: at the top dose activity, negative = inhibition, most hits filed as inhibitors; 330,000 compounds, 0.006% hits; AID 488837; also: potency is read from the fitted curve at half-maximal effect
# Target sequence (O00167 whole entry, looked up): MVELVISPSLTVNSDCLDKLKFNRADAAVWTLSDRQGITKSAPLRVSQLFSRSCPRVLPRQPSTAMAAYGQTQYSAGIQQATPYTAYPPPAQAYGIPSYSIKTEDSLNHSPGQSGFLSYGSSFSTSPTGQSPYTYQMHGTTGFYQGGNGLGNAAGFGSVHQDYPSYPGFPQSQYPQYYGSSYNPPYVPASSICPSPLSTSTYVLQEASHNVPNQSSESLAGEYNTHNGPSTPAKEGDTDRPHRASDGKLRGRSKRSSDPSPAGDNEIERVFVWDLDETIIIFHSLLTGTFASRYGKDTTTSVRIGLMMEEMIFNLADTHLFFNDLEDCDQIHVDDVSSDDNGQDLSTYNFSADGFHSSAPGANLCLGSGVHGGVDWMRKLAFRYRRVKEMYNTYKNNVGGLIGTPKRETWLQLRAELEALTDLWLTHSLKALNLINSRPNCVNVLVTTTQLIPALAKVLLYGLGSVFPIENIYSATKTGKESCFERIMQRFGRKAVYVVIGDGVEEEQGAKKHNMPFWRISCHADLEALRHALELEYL
#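 Eya2 (0.2 uM) preincubated 10 min at ambient with compound, then OMFP substrate added at 50 uM; 10 min reaction in 50 mM HEPES pH 7.5, 50 mM NaCl, 5 uM MgCl2, 0.05% BSA, 1 mM DTT. Fluorescence read at Ex 485/Em 525 nm.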
# uPA surface inh = blocks generation of uPA at the cell surface | cell surface uPA generation assay, qHTS | Potency, µM (top dose mostly 38.3 µM), inactives show at the top dose activity change, negative = inhibition, usual class: inhibitors | 330,000 compounds, 0.31% hits; active = well fitted inhibition curve with a large enough effect; inconclusive = small, poorly fitted or top-dose-only effect; inactive = no such curve, though single readings can be large or run the other way; tested in mouse RAW 264.7 cells; also: potency is read from the fitted curve at half-maximal effect; nearly all actives have a fitted effect of over 55% in size
# GALK inhibitor = galactokinase (human) inhibition. P51570. 270,000 compounds, 0.007% hits. Purified GALK, Kinase-Glo residual ATP luminescence. Potency, µM (series often up to 57.5 µM), for the others: at the highest dose activity change, negative = inhibition, usual class: inhibitors; also: potency is read from the fitted curve at half-maximal effect
#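 Human GALK (5 nM) with 35 uM ATP and 100 uM galactose in 20 mM HEPES pH 8.0, 5 mM MgCl2, 60 mM NaCl, 1 mM DTT, 0.01% BSA. After 1 h at room temperature, leftover ATP was read by Kinase-Glo Plus luminescence.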
# B2AR arrestin = agonists driving beta-arrestin recruitment to human beta2-adrenergic receptor; P07550; beta-arrestin recruitment to beta2AR, cell-based reporter; 330,000 compounds, 0.02% hits; Potency, µM (titrated, usually from 46.1 µM), for inactives: at the highest dose activation, usual class: activators; AID 492947;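 also: potency is read from the fitted curve at half-maximal effect; 0% = DMSO controls and full agonism = EC100 isoproterenol or metaproterenol; nearly all actives have a fitted effect of over 65% in size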
# BCR signal inh = inhibitors of chronic active B-cell receptor signaling | ABC-DLBCL IkBa-CBG/CBR reporter, luminescence ratio, 4 h | Potency, µM (titrated, usually from 46.1 µM), for inactives: top-dose ratio change, negative = lower green/red ratio, hits mostly inhibitors | AID 493014 | 340,000 compounds, 0.05% hits; active = well fitted inhibition curve with a large enough effect in the signal ratio, with a control signal flat, not every such curve was filed as active; inconclusive = small, poorly fitted or top-dose-only effect, or effect the other way, or a change in a side signal; the % refers to the signal ratio;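 also: potency is read from the fitted curve at half-maximal effect; plate controls were basal doxycycline-induced cells for no effect and cells given 10 µM MG132 for full effect; MG132 reads +100%, hits lower the ratio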
#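 Cell line TMD8 (human ABC DLBCL), stably expressing tet-inducible CBG68-IkBa fusion and CBR; IMDM/0.5% FBS; cpd up to 46 uM; dox induction, 4 h, 37C/5% CO2; dual luminescence; green/red ratio; MG132 control.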
# USP2a inh = inhibitors of human ubiquitin-specific protease USP2a | 330,000 compounds, 0.01% hits | USP2 core, Ub-CHOP2 coupled fluorogenic reporter, 485/531 | Potency, µM (titrated, usually from 38.3 µM), without a hit: at the top dose activity change, negative = inhibition, most hits filed as inhibitors | O75604;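 also: potency is read from the fitted curve at half-maximal effect; plate controls were DMSO wells for no effect and full inhibition by NEM control for full effect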
#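 USP2 core (10nM final) preincubated 30min RT with compound in 20mM Tris-HCl pH 8.0, 2mM CaCl2, 2mM beta-mercaptoethanol, 0.05% CHAPS; 25nM Ub-CHOP2 plus 25nM reporter substrate added, fluorescence (Ex485/Em531) read after 60min.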
# Giardia killer = kills Giardia lamblia; activity change, % at 7.66 µM, hits read low; Giardia lamblia trophozoite viability; AID 540267; 340,000 compounds, 0.15% hits; in the data active = activity change below about -80%; inconclusive = between about -30% and that limit;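 also: parasites exposed to compound for two days anaerobically before the ATP read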
#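 Each well holds 100 Giardia trophozoites and compound. After two days (48 hrs) at 37 deg C in anaerobic conditions, ATP is quantified by luminescence.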
# hERG WT inh = KCNH2 (human, wildtype) channel inhibition. U2OS, BacMam KCNH2, thallium flux FluxOr; hits give low values. activity change, % at 1.84 µM. 340,000 compounds, 0.37% hits;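 active = maximum activity change below -70%; inconclusive = maximum activity change between -70% and -50%; inactive = maximum activity change above -50%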
#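 U2OS cells transduced with wild-type KCNH2 virus are loaded with FluxOr dye for 45 min, and thallium flux is measured in kinetic reads before and after stimulation buffer. Rate constants are normalized to DMSO controls.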
# Coupling enz = coupling enzyme interference in Giardia aldolase counter-screen; 290,000 compounds, 0.67% hits; activity change, negative = inhibition, % at 58.2 µM, hits read low; coupling enzyme system counterscreen, AmpLite Red fluorescence; in the data active = activity change below about -30%
#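 Counterscreen lacking aldolase: glyceraldehyde-3-phosphate coupling-enzyme reagent preincubated 10 min at RT with compound (at 57.5 uM final), then substrate/coupling system with AmpLite Red added; fluorescence read at 525/598 nm after 20 min RT.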
# * hit, by the source's call; i = inactive; ? = inconclusive; . = not tested or not shown; & = joins results of further samples; [ ] = another dose, or the depositor's remark. Unless noted, calls follow the shape of the dose curve; as a rule, active = well fitted curve in the direction sought with a large enough effect; inconclusive = small, poorly fitted or top-dose-only effect, or another doubt; inactive = no such curve, though single readings can be large; an effect the other way counts as inactive or inconclusive. Unless noted, % is scaled to controls: 0 for no effect and ±100 for the full control effect.
(1) CCN1CCN(CC(=O)N2N=C(c3cccs3)CC2c2ccc(C)cc2)C(=O)C1=O (configuration not stated)
(2) Cc1cnc(NC(=O)CSCc2c(C)noc2C)s1
(3) CCN(c1ccc(OC)cc1)S(=O)(=O)N1CCCC(C(=O)NCc2cccc(C)c2)C1 (configuration not stated)
(4) C(=C(c1ccccc1)c1ccccc1)c1ccccn1
(5) CC1(c2ccc3c(c2)OCO3)NC(=O)N(CC(=O)c2ccc[nH]2)C1=O (configuration not stated)
(6) CCOC(=O)c1cnc(-n2nc(C)cc2C)nc1NC1CCCC1

assay / entry	1	2	3	4	5	6
KCNH2 3.1 inh	-5	9	-2	-1	12	11
PKM2 activator	-1%	.	0%	.	.	-7%
Eya2 inh	-5%	2%	-20%	-33%	8%	-19%
uPA surface inh	3%	2%	4%	-2%	9%	-2%
GALK inhibitor	1%	.	.	.	.	0%
B2AR arrestin	-1.7%	-0.8%	-0.5%	0.4%	-0.2%	2.6%
BCR signal inh	?	-4%	16%	5%	8%	?
USP2a inh	-2%	6%	0%	-2%	4%	-5%
Giardia killer	-14	13	-2	-23	-10	13
hERG WT inh	-5	0	-20	-4	0	0
Coupling enz	3	.	0	.	.	2

(7) COc1ccc(CC(=O)OCN2C(=O)c3ccccc3C2=O)cc1OC
(8) CC(C)C(c1nnnn1C1CCCCC1)N1CCOCC1 (configuration not stated)
(9) Cc1c(C(=O)OC(C)C)sc(NC(=O)c2cccnc2)c1C#N
(10) CCCc1[nH]nc2c1C(C1CCCCC1)C(C#N)=C(N)O2 (configuration not stated)
(11) Cc1ccc2c(c1)c1ncnc(N3CCN(c4ccccc4)CC3)c1n2C
(12) COc1ccc(C(CC(=O)c2ccccc2)S(=O)(=O)c2ccccc2)cc1 (configuration not stated)

assay / entry	7	8	9	10	11	12
KCNH2 3.1 inh	-7	4	5	-36	-8	-15
PKM2 activator	-1%	-4%	0%	2%	-2%	-10%
Eya2 inh	-5%	35%	-30%	-30%	7%	2%
uPA surface inh	3%	-4%	8%	?	7%	-1%
GALK inhibitor	5%	5%	-26%	1%	4%	0%
B2AR arrestin	-1.1%	0.3%	0.2%	0.4%	0.5%	0.0%
BCR signal inh	?	?	11%	?	-1%	?
USP2a inh	5%	-1%	2%	1%	1%	3%
Giardia killer	21	-1	-14	1	-20	?
hERG WT inh	1	2	-5	8	-6	4
Coupling enz	.	2	3	2	-2	0

(13) O=C(CC(=O)NC1CCCCC1)N/N=C/c1ccc(Cl)cc1
(14) Cc1ccc(NS(=O)(=O)c2cccc(C(=O)NCCCN3CCCC3=O)c2)cc1
(15) OC(CNCc1ccc(Cl)c(Cl)c1)c1ccccc1 (configuration not stated)
(16) CC1(C(=O)OCC(=O)N2c3ccccc3Sc3ccccc32)CC1(Cl)Cl (configuration not stated)
(17) CCN(CC)C(=O)[C@H]1C[C@H](CC(=O)NCc2ccco2)C(=O)N2CCc3c([nH]c4ccc(Cl)cc34)[C@]12C
(18) O=C(Nn1cnnc1)c1cccc(S(=O)(=O)N2CCOCC2)c1

assay / entry	13	14	15	16	17	18
KCNH2 3.1 inh	.	25	2	6	-3	-3
PKM2 activator	0%	.	-4%	-7%	.	0%
Eya2 inh	-9%	4%	4%	-2%	-6%	-4%
uPA surface inh	2%	-2%	0%	-2%	?	5%
GALK inhibitor	.	.	6%	0%	.	1%
B2AR arrestin	0.3%	0.0%	0.8%	-0.2%	0.4%	0.2%
BCR signal inh	-4%	6%	6%	18%	-12%	?
USP2a inh	1%	2%	-1%	1%	0%	9%
Giardia killer	-18	-4	-2	?	24	35[activator]
hERG WT inh	-11	4	-3	11	12	4
Coupling enz	2	.	4	3	.	3

(19) Cc1ccc(-n2c(C)cc(C(=O)COC(=O)c3ccc[nH]c3=O)c2C)cc1
(20) O=C(CCN1CCOCC1)c1ccc(Cl)cc1
(21) Cn1c2c(c(=O)n(C)c1=O)C1c3ccccc3OCC1C(C)(C)O2 (configuration not stated)
(22) Fc1ccccc1C1c2[nH]c3ccccc3c2CCN1Cc1ccoc1 (configuration not stated)
(23) O=S(=O)(Nc1ccccc1)c1ccc(NS(=O)(=O)c2cccs2)cc1
(24) CCOC(=O)c1c(CN2CCOCC2)n(C)c2cc(Br)c(O)c(CN(C)C)c12

assay / entry	19	20	21	22	23	24
KCNH2 3.1 inh	-2	9	8	-31	2	8&-13
PKM2 activator	-1%	4%	2%	-5%	.	-1%&-11%
Eya2 inh	-2%	-2%	-4%	2%	-4%	-2%&10%
uPA surface inh	-6%	-3%	-12%	-2%	2%	2%&5%
GALK inhibitor	1%	-1%	-1%	11%	10%	0%&1%
B2AR arrestin	-1.8%	-1.0%	-0.9%	-0.2%	0.0%	0.5%&-0.3%
BCR signal inh	-1%	5%	?	7%	?	?
USP2a inh	2%	-2%	3%	0%	-2%	-5%&0%
Giardia killer	?	-1	41[activator]	1	-9	16&9
hERG WT inh	-2	-6	5	-19	3	2&-5
Coupling enz	6	4	0	-1	3	-3&-5

# A second format for 7 compounds above:
# The line under a structure holds: KCNH2 3.1 inh	PKM2 activator	Eya2 inh	uPA surface inh	GALK inhibitor	B2AR arrestin	BCR signal inh	USP2a inh	Giardia killer	hERG WT inh	Coupling enz
18: O=C(Nn1cnnc1)c1cccc(S(=O)(=O)N2CCOCC2)c1
  -3	0%	-4%	5%	1%	0.2%	?	9%	35[activator]	4	3
19: Cc1ccc(-n2c(C)cc(C(=O)COC(=O)c3ccc[nH]c3=O)c2C)cc1
  -2	-1%	-2%	-6%	1%	-1.8%	-1%	2%	?	-2	6
20: O=C(CCN1CCOCC1)c1ccc(Cl)cc1
  9	4%	-2%	-3%	-1%	-1.0%	5%	-2%	-1	-6	4
21: Cn1c2c(c(=O)n(C)c1=O)C1c3ccccc3OCC1C(C)(C)O2 (configuration not stated)
  8	2%	-4%	-12%	-1%	-0.9%	?	3%	41[activator]	5	0
22: Fc1ccccc1C1c2[nH]c3ccccc3c2CCN1Cc1ccoc1 (configuration not stated)
  -31	-5%	2%	-2%	11%	-0.2%	7%	0%	1	-19	-1
23: O=S(=O)(Nc1ccccc1)c1ccc(NS(=O)(=O)c2cccs2)cc1
  2	.	-4%	2%	10%	0.0%	?	-2%	-9	3	3
24: CCOC(=O)c1c(CN2CCOCC2)n(C)c2cc(Br)c(O)c(CN(C)C)c12
  8&-13	-1%&-11%	-2%&10%	2%&5%	0%&1%	0.5%&-0.3%	?	-5%&0%	16&9	2&-5	-3&-5

# Additional entries
(25) CCCCOc1ccc(C(=O)NCC(=O)OC2CCOC2=O)cc1 (configuration not stated)
(26) O=C1C2Sc3[nH]c(=O)sc3C(c3cc([N+](=O)[O-])ccc3O)C2C(=O)N1c1ccccc1 (configuration not stated)
(27) O=C(Nc1nc(-c2cccs2)cs1)c1cc2ccccc2oc1=O
(28) COc1cccc(N(CC(=O)NCCSc2ccccc2)S(C)(=O)=O)c1
(29) O=C(C[n+]1cccc(C(=O)N/N=C/c2ccc(Br)cc2)c1)c1ccccc1
(30) O=C(CCc1ccccc1)NNC(=O)c1ccc(F)cc1
(31) COC(=O)c1cccc(C(=O)N2CCCC(CCC(=O)N(C)CCc3ccccn3)C2)c1 (configuration not stated)
(32) Brc1ccc2c(c1)C(c1cccnc1)=NNC(c1cccs1)=N2

assay / entry	25	26	27	28	29	30	31	32
KCNH2 3.1 inh	-1	16	.	16	0	2	-1	3
PKM2 activator	0%	1%	-3%	5%	.	-5%	-7%	3%
Eya2 inh	.	7%	-9%	-3%	7%	1%	13%	-10%
uPA surface inh	5%	3%	.	.	0%	1%	1%	-7%
GALK inhibitor	0%	2%	.	2%	.	0%	9%	1%
B2AR arrestin	.	0.3%	0.3%	-0.1%	-2.3%	-0.1%	-0.5%	-0.1%
BCR signal inh	.	3%	13%	4%	?	7%	-2%	-11%
USP2a inh	.	2%	-1%	1%	?	1%	3%	3%
Giardia killer	-1	-19	.	15	-15	-10	11	0
hERG WT inh	2	4	.	0	-4	i	3	-4
Coupling enz	-2	5	0	2	.	1	.	1
